Screens as filed in PubChem.
HT1080 IDH1KD tx = HT-1080 IDH1 knockdown cell toxicity (counter line); HT-1080 IDH1 knockdown viability, ATP luminescence, 48 h; hit rate 2% among 360,000; AID 686971; Potency, µM (doses to about 46.1 µM), for inactives: at the highest dose activity, negative = toxicity, usual class: cytotoxic;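 also: potency is read from the fitted curve at half-maximal effect; 0% = DMSO wells and -100% = cell-free medium wells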
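Cytotoxicity counter-line: IDH1KD HT-1080, 48 h, CellTiter-Glo. Curves classed by r2, magnitude and activity.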
SW480 rereplic = DNA re-replication induction in SW480 cells; SW480 DNA re-replication, Hoechst DNA content imaging, 48 h; Potency, µM (highest dose often 46.1 µM), for inactives: top-dose re-replication activation, hits mostly activators; hit rate 1.8% among 340,000; AID 624297; also: potency is read from the fitted curve at half-maximal effect; % of control where 0% means no effect; nearly all actives have a fitted effect of over 55% in size
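Cells (250 per well) received 23 nL compound or DMSO by pin tool and were kept 48 hr at 37 C, 5% CO2. Nuclei were then stained with Hoechst for 40 min and scanned for DNA content.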
HEK293 tox = cytotoxic in the GLP-1 receptor inverse agonist counter-screen; hit rate 0.13% among 410,000; HEK293 cAMP-luciferase reporter cells, luminescence, 24 h; Potency, µM (top dose mostly 38.3 µM), for inactives: at the top dose activity change, negative = inhibition, actives largely listed as inhibitors;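 also: loss of luciferase light is scored as toxicity; potency is read from the fitted curve at half-maximal effect; % is scaled to controls: 0 for no effect and ±100 for the full control effect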
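Seeding density was 200 cells/uL; after overnight-length (12 h) culture, 23 nL compounds went on for 24 h at 37 °C. Readout used a luciferase detection reagent, luminescence taken after 12 min at room temperature.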
IL1B secr inh = blocks inflammasome-driven IL-1 beta release. THP-1 LPS/ATP IL-1B secretion, AlphaLISA, 16 h; active compounds read low. activity change, % at 57.5 µM. hit rate 4.7% among 360,000. AID 743279; in the data active = activity change below about -50%; inconclusive = mostly about -30% to -49%; also: % is scaled to controls: 0 for no effect and ±100 for the full control effect
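THP-1 cells pretreated 1 hr with compounds (up to 57.5 uM final), then stimulated with LPS (250 ng/mL final) plus ATP (1.25 mM final); secreted IL-1B measured by AlphaLISA after 16 hr, decreased signal indicating inhibition.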
MCF10A rereplic = inducers of DNA re-replication in MCF 10A breast cells; hit rate 2.9% among 350,000; MCF 10A DNA re-replication, Hoechst nuclear intensity, 48 h; Potency, µM (highest dose often 46.1 µM), for the others: at the highest dose activity, positive = re-replication, hits mostly activators; also: potency is read from the fitted curve at half-maximal effect; % of control where 0% means no effect; nearly all actives have a fitted effect of over 50% in size
HT1080NT lethal = kills 2HG-producing HT-1080-NT fibrosarcoma cells | HT-1080-NT fibrosarcoma viability, CellTiter-Glo ATP luminescence, 48 h | Potency, µM (doses to about 46.1 µM), for the others: top-dose activity, negative = less viability, most hits filed as cytotoxic | hit rate 1.6% among 360,000 | AID 686970;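 also: NT is the 2HG producing partner of a matched IDH1 knockdown line; potency is read from the fitted curve at half-maximal effect; 0% = DMSO-treated cells and -100% = media-only wells without cells; nearly all actives have a fitted effect of over 55% in size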
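HT-1080-NT; 750 cells/well; 5% FBS RPMI; 48 h compound, 37 degrees C; CellTiter-Glo luminescence; curve fitting and curve-class assignment.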
DRD3 agonist = D3 dopamine receptor (human) agonism. P35462. D3R DiscoveRx beta-arrestin cells, luminescence, 90 min. max activation, %. hit rate 0.58% among 410,000. AID 652048; in the data active = max activation above about 30%; also: 0% is about no effect; mostly tested at two doses, the higher about 12 µM
Target sequence (P35462 whole entry, looked up): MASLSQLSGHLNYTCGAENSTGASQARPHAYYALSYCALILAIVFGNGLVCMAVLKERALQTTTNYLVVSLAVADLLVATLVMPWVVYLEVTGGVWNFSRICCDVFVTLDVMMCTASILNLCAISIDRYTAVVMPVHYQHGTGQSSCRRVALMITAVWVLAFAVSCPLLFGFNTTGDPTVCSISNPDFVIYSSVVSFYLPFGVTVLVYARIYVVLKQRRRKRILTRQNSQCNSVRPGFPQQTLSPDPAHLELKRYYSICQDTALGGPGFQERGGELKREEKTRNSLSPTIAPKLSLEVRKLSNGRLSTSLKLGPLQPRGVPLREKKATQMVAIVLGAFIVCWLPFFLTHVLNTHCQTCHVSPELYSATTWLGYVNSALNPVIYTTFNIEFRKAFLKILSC
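Agonist mode: compounds and dopamine controls were applied to plated cells for 90 min at 37 degrees C after an overnight attachment at 1500 cells/well. Luminescent read-out followed 30 - 60 minutes at room temperature with DiscoveRx detection reagent.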
KB-3-1 tox = kills parental KB-3-1 adenocarcinoma cells. KB-3-1 viability, CellTiter-Glo ATP luminescence, 72 h. Potency, µM (doses to about 46.1 µM), for inactives: at the top dose activity change, negative = cytotoxic, actives largely listed as cytotoxic. hit rate 1.4% among 400,000. AID 1347075; also: potency is read from the fitted curve at half-maximal effect; % is scaled to controls: 0 for no effect and ±100 for the full control effect; nearly all actives have a fitted effect of over 60% in size
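Multi-concentration cytotoxicity screen in KB-3-1 cells grown in DMEM lacking phenol red with 10% FBS. After 72 h at 37 °C with compound, ATP-dependent luminescence was recorded.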
KB-V1 cytotox = KB-V1 MDR subline cytotoxicity. KB-V1 MDR cells viability, CellTiter-Glo, 72 h. Potency, µM (titrated, usually from 46.1 µM), for inactives: at the highest dose activity change, negative = cytotoxicity, actives largely listed as cytotoxic. hit rate 3.4% among 400,000; also: potency is read from the fitted curve at half-maximal effect; % is scaled to controls: 0 for no effect and ±100 for the full control effect; nearly all actives have a fitted effect of over 60% in size
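KB-V1 MDR subline cells in DMEM (phenol-red free, 10% FBS) exposed to compounds in qHTS concentration series for 72 h at 37 degrees C. Viability read by CellTiter-Glo luminescence; concentration-effect curves fitted after normalization and correction.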
An asterisk follows results filed as active; ? = inconclusive; . = no result given; & = joins results of further samples; [ ] = dose if it differs, or a comment. Unless noted, calls follow the shape of the dose curve; as a rule, active = well fitted curve in the direction sought with a large enough effect; inconclusive = small, poorly fitted or top-dose-only effect, or another doubt; inactive = no such curve, though single readings can be large; an effect the other way counts as inactive or inconclusive.

SMILES	HT1080 IDH1KD tx	SW480 rereplic	HEK293 tox	IL1B secr inh	MCF10A rereplic	HT1080NT lethal	DRD3 agonist	KB-3-1 tox	KB-V1 cytotox
Cc1cc(C)c2c(c1)c(C)cc1nnc(SCC(=O)c3cccs3)n12	17%	-21%	6%	0	328%[0.0737 µM]	1%	0	5%	-12%
Cc1cc(C)c(C)c(OCC(=O)N2CCN(c3ccccn3)CC2)c1	-2%	-4%	0%	-13	10%	-4%	-1	.	.
Cc1ccccc1NC(=O)CC1SC(=NC2CCCCC2)NC1=O (stereo not drawn)	3%[9.24 µM]	-5%	-11%	-11	-3%	6%	-9	11%	-11%
CCOc1ccc(N2CC(C(=O)Nc3ccc(F)cc3F)CC2=O)cc1 (stereo not drawn)	18%	-2%	-9%	1	4%	-1%	-4	15%	0%
COc1ccc(Cl)cc1NC(=S)Nc1ccc(Cl)cn1	-2%	-22%	0%	25	-4%	-2%	2	2%	4%
C=CCOc1ccccc1CNn1nnnc1N	4%	2%	4%	8	2%	23%	4	5%	11%
CCOC(=O)C(C)Sc1ncc(OC)c(=O)[nH]1 (stereo not drawn)	6%	-7%	-22%	7	0%	21%	2	7%	13%
CCOC(=O)c1nn(-c2cccc(C)c2)c2nnc(Cc3ccc(C)cc3)c(=O)n12	0%	-2%	2%	2	-2%	13%	6	8%	-10%
Cc1ccc(C(=O)NCCSc2ccc(Cl)cc2)cc1S(=O)(=O)Nc1ccccc1	?	?	-3%	-93*	?	?	4	-9%	?
Cc1cc(=O)[nH]c(N/N=C/c2c(C)nn(-c3ccc(F)cc3)c2Cl)n1	-2%	-3%	5%	9	-8%	1%	0	-3%	?
CCOC(=O)Cc1csc(NC(=O)c2ccc(Br)o2)n1	4%	-1%	-15%	0	0%	13%	1	-1%	4%
CCCNC(=O)c1ccccc1NC(=O)COc1cccc2c1OC(C)(C)C2	-13%	10%	-5%	1	?	-5%	-4	-3%	?
CCCCCC(=O)N1C[C@@H](n2cc(C3CC3)nn2)[C@H](O)C[C@@H]1c1ccc(C)cc1	-12%	.	-6%	4	.	-5%	0	-5%	-9%
C/C(=N\Nc1nc2ccccc2[nH]1)c1cccs1	-1%	16%	?	-66*	6%	-10%	0	-22%	0%
O=C(Nc1ccccc1C(=O)O)c1ncn[nH]1	17%	?	45%[activator]	12	1%	12%	-8	6%	-7%
Cc1cccc(C)c1NC(=O)CN(C)C(=O)c1cccc(S(=O)(=O)N2CCN(c3ccc(F)cc3)CC2)c1	-25%	0%	-28%	-19	17%	?	-1	?	?
CCN1C(=O)[C@@H]2[C@H](C1=O)[C@@H]1C(=O)Nc3ccccc3C(=O)N1[C@@H]2c1ccc(OC)cc1	7%	-2%	5%	10	-25%	14%	35*	7%	-24%
COc1ccc(-n2nc(C(=O)NCC(=O)N3CCOCC3)c3ccccc3c2=O)c(OC)c1	1%	-10%	-7%	1	-7%	-6%	-1	-2%	-1%
Cc1nn(-c2ccccc2)c(NC(=O)c2cccs2)c(-c2ccccc2)c1=O	16%	-3%	1%	-1	2%	2%	0	18%	-10%
CCN1CCCC1CNC(=O)c1c(O)c2c([nH]c1=O)CCCC2 (stereo not drawn)	4%	1%	-16%	21	13%	1%	-3	28%	7%
Cc1cc2ncc(C(N)=O)cn2n1	2%	4.1µM*	1%	-5	29%	-3%	4	-20%	0%
Cc1nc(NS(=O)(=O)c2ccc(Cl)s2)c2c3c(sc2n1)CCCC3	?	-11%	-4%	44	?	?	7	?	12µM*
CC(C)(C)NC(=O)C[C@H]1C[C@H](C(=O)N2CCCCC2)[C@@]2(CCc3ccccc3)c3[nH]c4cc(-c5ccco5)ccc4c3CCN2C1=O	-5%	7%	-6%	0	9%	-5%	-22	-1%	4%
Fc1ccc(-c2nnc(-c3ccc(F)cc3)o2)cc1	2%	-44%[inhibitor]	9%	-20	6%	-3%	-18	-6%	2%

Nothing new here: an excerpt of the list.
SMILES	HT1080 IDH1KD tx	SW480 rereplic	HEK293 tox	IL1B secr inh	MCF10A rereplic	HT1080NT lethal	DRD3 agonist	KB-3-1 tox	KB-V1 cytotox
Cc1cc2ncc(C(N)=O)cn2n1	2%	4.1µM*	1%	-5	29%	-3%	4	-20%	0%
Cc1nc(NS(=O)(=O)c2ccc(Cl)s2)c2c3c(sc2n1)CCCC3	?	-11%	-4%	44	?	?	7	?	12µM*
CC(C)(C)NC(=O)C[C@H]1C[C@H](C(=O)N2CCCCC2)[C@@]2(CCc3ccccc3)c3[nH]c4cc(-c5ccco5)ccc4c3CCN2C1=O	-5%	7%	-6%	0	9%	-5%	-22	-1%	4%
Fc1ccc(-c2nnc(-c3ccc(F)cc3)o2)cc1	2%	-44%[inhibitor]	9%	-20	6%	-3%	-18	-6%	2%

New compounds follow
SMILES	HT1080 IDH1KD tx	SW480 rereplic	HEK293 tox	IL1B secr inh	MCF10A rereplic	HT1080NT lethal	DRD3 agonist	KB-3-1 tox	KB-V1 cytotox
CN(C)Cc1csc(NC(=O)Nc2cccc(C(F)(F)F)c2)n1	?	.	-12%	-7	.	?	-2	0%	2%
Cc1cccc(-n2ncc3c2CCCC3NC(=O)Cn2cccn2)c1C (stereo not drawn)	-6%	4%	-6%	-11	-5%	-9%	-17	-7%	0%
CCOc1ccc(C(=O)NCC(=O)OCCN2C(=O)c3ccccc3C2=O)cc1OCC	3%	-16%	5%	2	3%	8%	1	11%	?
O=C(N/N=C/c1ccc(Cl)c([N+](=O)[O-])c1)C1CC1	1%	-8%	-27%	-50*	9%	11%	-2	9%	-2%
CC(=O)CC(C)(C)Nc1nc2cc([N+](=O)[O-])ccc2o1	13%	-7%	9%	14	0%	13%	2	1%	7%
CC(Nc1nc(-c2ccncc2)nc2ccccc12)c1ccccc1 (stereo not drawn)	-15%	?	11%	74	25%	-20%	-1	-3%	-10%
c1ccc(C(c2c[nH]c3ccccc23)c2c[nH]c3ccccc23)nc1	?	-5%	-26%	37	-17%	?	2	0%	3%
CC1(C)N=C(SCC(=O)Nc2ccc(Cl)cc2)C(c2ccc(Cl)cc2)=N1	-9%	?	?	-109*	18µM*	-22%	4	?	?
COc1cccc(CNc2nc(NCC3CC3)nc3ccsc23)c1	.	.	?	-72*	.	.	1	-5%	?
COC(=O)COc1ccc(C(=O)Cn2c(NCCCO)nc3ccccc32)cc1	3%	-17%	3%	-93*	3%	4%	-26	-9%	-15%
O=C(C1CCCCC1)N1CCN=C1SCc1cccc([N+](=O)[O-])c1	-17%	3%	-2%[0.307 µM]	-94*	18%	-3%	5	?	?
O=C(Nc1ccccn1)c1cccc(S(=O)(=O)N2CCCCC2)c1	4%	-4%	-7%	2	-3%	2%	9	-6%	-8%
Clc1ccc2nc(CN3CCCCCC3)cn2c1	10%	4%	7%	-11	-179%[0.0737 µM]	10%	-5	-8%	-4%
COc1cccc(CN(C)C(=O)c2ccc(NS(=O)(=O)c3ccc(F)cc3)cc2)c1OC	-9%	1%	4%	-5	3%	-12%	-16	-18%	-18%
Cc1oc(-c2ccccc2)nc1C(=O)OCC(=O)NCc1ccc(Cl)cc1	-13%	-24%	1%	23	?	4%[9.24 µM]	2	11%	14%
O=C(/C=C/c1ccco1)Nc1ccc2c(c1)OCCO2	9%	7%	8%	-70*	10%	10%	1	10%	-9%
CCn1c(SCC(=O)c2ccc(C)cc2)nnc1-c1ccoc1C	3%	-6%	-17%	3	3%	7%	8	3%	-16%
O=C(O)C1CCCCC1C(=O)Nc1nc(-c2ccc(Cl)s2)cs1 (stereo not drawn)	-3%	0%	16%	4	6%	-7%	3	?	-12%
CSc1cccc(NC(=O)C(=O)NCc2ccccc2)c1	-1%	-8%	-3%	-10	-1%	-25%	-3	0%	-7%
Cc1cc(C)cc(Cn2c(C)c(C(=O)N(C)Cc3ccc(F)cc3)sc2=O)c1	?	.	-6%	-28	.	-26%	-3	-22%	?
O=C(O)c1ccc2c(c1)C(=O)N(Cc1ccc3c(c1)OCO3)C2=O	1%	-12%	-3%	0	-1%	3%	1	2%	13%
CCN1CCN(S(=O)(=O)c2ccc3c(c2)OCCO3)CC1	9%	9%	-1%	-3	5%	16%	-4	9%	9%
COc1cccc(NC(=S)N(CCN(C)C)C(C)c2ccncc2)c1 (stereo not drawn)	0%	-4%	1%	16	-3%	0%	-12	25%	?
CCOC(=O)N1CCN(c2ncnc3scc(-c4ccc(Cl)cc4)c23)CC1	-9%	-4%	5%	90	-10%	?	11	-3%	?
C(=C\c1ccc2ccccc2n1)/c1ccccc1	?	?	-15%	6	12%	?	-7	?	1%&8%
COc1cccc(C2(CSc3nnc(-c4cc(OC)c(OC)c(OC)c4)o3)OCCO2)c1	0%	1%	-8%	-23	24%	1%	7	-2%	-9%
O=C(Nc1ccc(OC(F)(F)F)cc1)NC1COc2ccccc2C1 (stereo not drawn)	.	.	17%	.	.	.	-13	4%	13%
O=C1OCC(CO)(CO)N=C1NNc1cc(Cl)ccc1Cl	-3%	-3%	7%	2	?	?	6	-3%	-2%
Cc1cc(C)c(S(=O)(=O)N2CCN(C(=O)N3CCCCC3)CC2)c(C)c1	0%	?	0%	-12	5%	-19%	7	0%	7%
O=C(NCc1ccc2c(c1)OCO2)c1cccs1	4%	-2%	5%	-1	0%	18%	-18	-4%	0%
Nc1ccc2nc3n(c(=O)c2c1)CCC3	2%	3%	7%	-13	28%	-1%	-8	-7%	-3%
Cc1cccc(-c2nc(CS(=O)CC(=O)NCC3CCCO3)c(C)o2)c1 (stereo not drawn)	11%	-3%	2%	10	-3%	3%	-1	9%	22%
O=C(/C=C/c1ccccc1)N/C(=C/c1ccccc1)C(=O)N1CCCCC1	10%	-2%	-14%	0	8%	20%	4	8%	-1%
CS(=O)(=O)N(CC(=O)N1CCN(c2ccccc2)CC1)c1ccc(Cl)c(C(F)(F)F)c1	-19%	7%	-12%	0	0%	-9%	-5	?	?
